TAAR1 agonist = human TAAR1 agonism; activation, % at 3 µM; Q96RJ0; 360,000 tested, 0.99% active; CHO RD-HGA16 TAAR1, Fluo-8 calcium fluorescence; vehicle wells 0%, saturating PEA agonist 100%; AID 624467;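 active = activation above the mean activation of all test compounds in the run plus 3 SD, cut at about 38% in these data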
Target sequence (Q96RJ0 whole entry, looked up): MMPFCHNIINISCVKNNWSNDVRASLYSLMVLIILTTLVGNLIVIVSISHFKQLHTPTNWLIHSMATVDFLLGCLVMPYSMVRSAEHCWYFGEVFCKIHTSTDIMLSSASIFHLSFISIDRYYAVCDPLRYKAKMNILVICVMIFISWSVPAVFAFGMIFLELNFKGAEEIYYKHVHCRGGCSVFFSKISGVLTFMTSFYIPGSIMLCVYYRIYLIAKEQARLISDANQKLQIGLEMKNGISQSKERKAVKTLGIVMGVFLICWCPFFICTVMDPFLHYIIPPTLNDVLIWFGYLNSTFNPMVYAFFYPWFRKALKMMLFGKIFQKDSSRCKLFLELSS
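Repeats: no replicates (n 1) | Material: CHO-derived RD-HGA16 cells with stable Gα16 and human TAAR1 | Technique: Kinetic Fluo-8 calcium fluorescence | Schedule: 17-24 h seeding, 75 min 37 °C dye, 30 min RT | Evaluation: % activation from peak over basal fluorescence ratio, DMSO-to-PEA scaled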
CHO-K1 Ca PAM = counter-screen for M1 PAMs: effect in parental CHO-K1 cells; AID 602247; ATP EC20, Fluo-8 calcium fluorescence; 0% at ATP EC20, 100% at ATP max; activation, % at 3 µM; 360,000 tested, 0.02% active;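 active = activation above the run cutoff, the mean activation of all test compounds plus 3 SD, cut at about 40% in these data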;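 note: peak over basal fluorescence ratio in a 140 s read after ATP addition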
CHRM1 PAM = potentiates human M1 receptor response to acetylcholine. CHO-K1 hM1, Fluo-8 calcium fluorescence, ACh EC20; 0% = ACh EC20, 100% = maximal ACh. activation, % at 3 µM. 360,000 tested, 0.088% active; in the data active = activation above about 19%, passing the limit was not always enough
Target sequence (P11229 whole entry, looked up): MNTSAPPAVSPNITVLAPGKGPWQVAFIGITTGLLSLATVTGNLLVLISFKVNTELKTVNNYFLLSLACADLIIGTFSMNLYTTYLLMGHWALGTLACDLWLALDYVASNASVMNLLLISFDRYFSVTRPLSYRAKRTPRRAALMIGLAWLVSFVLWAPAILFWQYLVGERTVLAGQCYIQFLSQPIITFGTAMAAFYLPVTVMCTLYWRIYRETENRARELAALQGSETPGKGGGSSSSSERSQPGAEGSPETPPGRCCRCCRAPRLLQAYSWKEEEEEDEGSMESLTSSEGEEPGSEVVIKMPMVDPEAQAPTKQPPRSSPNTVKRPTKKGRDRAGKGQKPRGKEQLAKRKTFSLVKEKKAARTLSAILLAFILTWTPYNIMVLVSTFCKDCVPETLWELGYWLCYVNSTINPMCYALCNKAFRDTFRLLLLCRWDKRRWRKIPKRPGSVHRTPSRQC
CHRM1 agonist = activates human CHRM1 receptor. P11229. activation, % at 3 µM. AID 588814. CHO-K1 hM1, Fluo-8 calcium fluorescence, agonist mode; 0% DMSO, 100% acetylcholine EC100. 360,000 tested, 0.33% active;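 active = activation above the run's mean compound activation plus 3 SD, cut at about 16% in these data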;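 note: peak over basal fluorescence ratio within a 140 s kinetic read after compound addition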
M1 ag parental = nonselective activator or artifact in parental CHO-K1 cells. 360,000 tested, 0.48% active. activation, % at 3 µM. Fluo-8 calcium fluorescence; scaled to maximal ATP response, vehicle zero; in the data active = activation above about 15%;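 note: untransfected CHO-K1 host cells lacking M1 receptor as counterscreen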
CHO-K1 Ca antag = counter-screen for M1 antagonists: effect in parental CHO-K1 cells | ATP-induced calcium, Fluo-8 fluorescence | inhibition, % at 3 µM | 360,000 tested, 0.6% active;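 active = inhibition above a per-plate cutoff, the plate's mean sample inhibition plus 3 SD, cut at about 24% in these data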;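 note: 0% = DMSO plus EC80 ATP and 100% = DMSO alone without ATP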
TAAR1 antagonist = human TAAR1 antagonism | CHO RD-HGA16 TAAR1, Fluo-8 calcium fluorescence, antagonist | 360,000 tested, 1.5% active | inhibition, % at 3 µM;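 active = inhibition above a per-plate cutoff, the mean inhibition of test compounds on that plate plus 3 SD, cut at about 49% in these data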;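 note: 0% = DMSO plus EC80 beta-PEA response and 100% = DMSO alone without agonist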
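System: RD-HGA16 CHO cells with stable hTAAR1 and Gα16 | Probe or stimulus: EC80 β-phenethylamine stimulus | Dosing: 3 µM, single point | Times: Dye loading 75 min at 37 °C, then 30 min room temperature | Measured by: Fluo-8 calcium-sensitive fluorescence | Read-out basis: % inhibition of agonist calcium response | Replicates: n of 1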
M1 antag = human CHRM1 antagonism | AID 588852 | 360,000 tested, 1.3% active | CHO-K1 hM1, Fluo-8 calcium fluorescence, ACh EC80 antagonist | inhibition, % at 3 µM | P11229;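 active = percent inhibition above its own plate's cutoff, namely the mean of that plate's compound wells plus 3 SD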;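 note: peak over basal fluorescence ratio during 140 s after agonist addition; 0% = ACh EC80 plus DMSO and 100% = DMSO alone without agonist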
CHO parental Ca = signal in parental CHO cells, OX1R antagonist counter-screen; parental CHO-K1, ATP-induced calcium, Fluo-8 fluorescence; inhibition, % at 5.6 µM; 330,000 tested, 0.63% active; AID 463079;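 active = inhibition above that plate's mean sample inhibition plus 3 SD, cut at about 26% in these data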;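 note: 0% = ATP-challenged DMSO wells and 100% = DMSO wells without ATP; some compounds past the cut are filed as inactive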
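Material: Parental CHO cells | Reagent: ATP | Compound dosing: Single nominal dose of 5.6 µM per compound | Detection: Intracellular calcium via Fluo-8 no-wash fluorescent dye | Read-out: % inhibition of ATP-induced calcium mobilization | Benchmarks: Low control ATP plus DMSO, high control DMSO only | Replicates: Singlicate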
The depositor's hits bear a star; nt = not tested or not shown. Compounds as they come; any-hit rate near 4.4%.

Each structure is followed by: TAAR1 agonist, CHO-K1 Ca PAM, CHRM1 PAM, CHRM1 agonist, M1 ag parental, CHO-K1 Ca antag, TAAR1 antagonist, M1 antag, CHO parental Ca
1	CC(C)c1ccc(N(CC(=O)NCc2ccc(F)cc2)C(=O)c2snc(C(N)=O)c2N)cc1
  1, -6, 15, 11, 0.7, -9, -13, -15, -12
2	CCOCCCNC(=S)NCCc1ccccc1
  1, 20, 6, -4, 0.0, 2, 5, 0, -6
3	COc1cccc(C(=O)NC2CC3CCCC(C2)N3CC(=O)Nc2ccccc2)c1 (stereo not given)
  3, 20, 8, -3, 0.8, -6, -13, -10, -29
4	c1cncc(-c2nnc3sc(-c4ccco4)nn23)c1
  12, 12, 4, -1, -0.1, -2, -4, -4, -6
5	N#Cc1ccc(C(=O)OCC(=O)Nc2cccnc2Cl)cc1
  2, -11, 3, -2, 0.0, -3, -3, -7, -3
6	COC(=O)c1nc2ccccn2c1F
  -1, -13, 4, -2, 1.2, -13, -31, 3, 12
7	O=S(=O)(NCc1ccccc1)c1ccccc1Br
  2, 2, 10, -4, -0.7, -5, 12, -17, -6
8	CCn1cc(/C=C/C(=O)Nc2ccn(Cc3c(F)c(F)c(F)c(F)c3F)n2)cn1
  8, 10, 11, -3, 3.0, -5, 8, -9, -8
9	Cc1csc(NC(=O)c2ccc(S(=O)(=O)N3CCCC3)cc2)n1
  5, 18, -5, -3, 3.2, -16, -16, 22, -8
10	O=C(Cc1c(Cl)cccc1Cl)NC1CC1
  0, 0, 8, -3, 0.1, -4, -6, -7, 5
11	C/C(=C\c1ccc2c(c1)OCO2)C1Nc2cccc3cccc(c23)N1
  1, 16, 4, -4, 0.1, -10, 14, 0, -12
12	Cc1ccc(S(=O)(=O)N(C)C)cc1NC(=O)COC(=O)C1(c2ccccc2)CC1
  2, 6, 2, 0, 1.9, -7, -15, 1, 2
13	CCSc1cc(N2CCCC2)nc(-c2ccc(F)cc2)n1
  6, -2, 0, -3, -0.2, -1, -21, 13, -4
14	Cc1cccc(OCC(=O)NNC(=O)Nc2cccc(Cl)c2)c1C
  8, 8, 9, 3, 0.1, 5, 13, -14, -12
15	Fc1cccc(Cc2c(-c3cccc(Br)c3)nc3ccc(Br)cn23)c1
  -1, 5, -10, -5, -0.6, -7, 4, 0, nt
16	C/C(=N\NC(=O)c1nnn(-c2nonc2N)c1CSc1ccc(C)cc1)c1ccco1
  4, 10, 2, -3, 0.1, -9, 1, 0, -12
17	Cc1ccc(S(=O)(=O)NCCC(=O)Oc2ccc3ccc(=O)oc3c2)cc1
  2, 12, 1, 0, 3.1, -7, 20, -4, -18
18	CCC(=O)Nc1ccc2c(c1)nc(CN1CCN(C(C)=O)CC1)n2C
  1, 5, 2, -2, -0.3, -3, 7, -4, -8
19	CCNC(=S)N(CCCO)Cc1cc2cc3c(cc2[nH]c1=O)OCCO3
  4, 9, 8, -8, 0.7, -20, -20, -10, -10
20	Cc1cccc(OCc2nnc(NC(=O)c3cccs3)s2)c1
  0, -2, -2, -3, -0.2, 2, -1, 2, 1
21	COCC(C)n1c(C)cc(C(=O)COC(=O)CNC(=O)c2ccccc2)c1C (stereo not given)
  0, 25, -8, -3, 0.0, -10, 13, 14, -8
22	CC1(c2ccccc2Cl)NC(=O)N(CC(=O)c2ccc3c(c2)OCO3)C1=O (stereo not given)
  6, -11, 11, 3, 0.7, 0, -11, -9, -3
23	O=C(COc1ccc(Cl)cc1Cl)c1ccc[nH]1
  -2, -10, -3, -4, 1.0, 2, -26, 11, -11
24	O=C(CN1C(=O)NC(c2ccccc2)(c2ccccc2)C1=O)NC1CCCC1
  13, 13, -2, -4, 0.5, -11, 9, 3, -16
25	Cc1ccc(OCC(=O)Oc2ccc(C(C)C)cc2)cc1
  1, 16, 8, -3, 0.9, -7, -8, -15, 4
26	N#Cc1cccc(NC(=O)C2CCCN(C(=O)c3ccc(Cl)cc3)C2)c1 (stereo not given)
  5, -13, 4, -4, 1.6, 1, 3, -6, -21
27	Cc1ccc(S(=O)(=O)NCCCCC(NC(=O)OC(C)(C)C)C(=O)O)cc1 (stereo not given) (tested in a mixture with another compound)
  7, 14, 4, -3, 0.2, -2, 10, -32, -3
28	Cc1ccc(S(=O)(=O)N2CCN(c3ccccc3)CC2)c(C)c1
  -1, -7, -11, -9, -0.3, -5, -13, 13, -12
29	COc1ccc2[nH]c3c(=O)n(Cc4ccc(C(=O)NCC5CCCO5)cc4)c(=S)[nH]c3c2c1 (stereo not given)
  1, 16, 10, -3, 5.3, -13, 10, -4, -4
30	Cc1cccc(NC(=O)C2COc3ccccc3O2)n1 (stereo not given)
  -1, 12, -3, -4, 2.8, -7, -4, 3, -11

Ordered by molecular weight (rising): part of the list above.
Each structure is followed by: TAAR1 agonist, CHO-K1 Ca PAM, CHRM1 PAM, CHRM1 agonist, M1 ag parental, CHO-K1 Ca antag, TAAR1 antagonist, M1 antag, CHO parental Ca
30	Cc1cccc(NC(=O)C2COc3ccccc3O2)n1 (stereo not given)
  -1, 12, -3, -4, 2.8, -7, -4, 3, -11
28	Cc1ccc(S(=O)(=O)N2CCN(c3ccccc3)CC2)c(C)c1
  -1, -7, -11, -9, -0.3, -5, -13, 13, -12
20	Cc1cccc(OCc2nnc(NC(=O)c3cccs3)s2)c1
  0, -2, -2, -3, -0.2, 2, -1, 2, 1
24	O=C(CN1C(=O)NC(c2ccccc2)(c2ccccc2)C1=O)NC1CCCC1
  13, 13, -2, -4, 0.5, -11, 9, 3, -16
27	Cc1ccc(S(=O)(=O)NCCCCC(NC(=O)OC(C)(C)C)C(=O)O)cc1 (stereo not given) (tested in a mixture with another compound)
  7, 14, 4, -3, 0.2, -2, 10, -32, -3
29	COc1ccc2[nH]c3c(=O)n(Cc4ccc(C(=O)NCC5CCCO5)cc4)c(=S)[nH]c3c2c1 (stereo not given)
  1, 16, 10, -3, 5.3, -13, 10, -4, -4

Remaining list, next part
Each structure is followed by: TAAR1 agonist, CHO-K1 Ca PAM, CHRM1 PAM, CHRM1 agonist, M1 ag parental, CHO-K1 Ca antag, TAAR1 antagonist, M1 antag, CHO parental Ca
31	COc1cc(-c2coc3c(C(=O)NCc4ccc(N(C)C)cc4)cccc23)ccc1O
  0, 9, 5, 2, 1.0, -8, 20, -6, nt
32	COC(=O)c1cnc2c(c1C(=O)OC)c(=O)n(C)c(=O)n2C
  1, 18, 11, -1, 0.4, -7, 13, -15, 0
33	NS(=O)(=O)c1ccc(CCNC(=O)COC(=O)CCSc2ccc(Cl)cc2)cc1
  7, -8, -10, -1, 8.7, 6, 22, 10, -1
34	Cc1cnc2nc(-c3ccccc3)ccc2c1
  -3, 11, 6, -6, -0.4, 5, -16, -10, nt
35	O=C(c1ccc(CS(=O)c2ccccc2Cl)o1)N1CCOCC1 (stereo not given)
  3, 6, 7, 0, 8.3, 12, -3, -4, -3
36	CCOc1ccc(OCC(=O)OCc2cc(=O)n3cc(Br)ccc3n2)cc1
  2, 1, 3, -5, -0.2, 1, -12, 2, -20
37	O=C(O)c1ccc(CSCc2ccccc2F)o1
  6, -1, -8, -1, -0.1, -9, 5, 15, 3
38	CSc1nc(N(C)NC(=O)c2ccccc2)c2ccccc2n1
  13, 14, 10, -3, 0.6, -6, 0, -9, -16
39	O=C1OCC2=C1C(c1ccccc1)CC(=O)N2c1ccc(F)cc1 (stereo not given)
  1, 8, 5, -5, 0.2, -9, -8, -1, 12
40	O=[N+]([O-])c1ccc(S(=O)(=O)NCCc2ccncc2)cc1
  3, 5, 4, -7, 0.5, -6, 15, -2, -4
41	CC(C)(C)c1cc(C(=O)NCCCn2ccnc2)cc(C(C)(C)C)c1
  16, 3, -3, -10, -0.9, -6, -21, -5, -12
42	CCCCOC(=O)/C(=C/C=C/c1ccccc1)NC(=O)c1ccccc1
  0, 9, 0, -6, 1.6, 8, 33, 7, -5
43	CC(=O)c1cccc(Nc2c3c(nc4ccccc24)CCC3)c1
  -2, 0, -5, -9, 0.8, 0, -2, 6, -10
44	O=C(NCc1cccc(F)c1F)C1CCC(=O)N(C2CC2)C1 (stereo not given)
  1, -19, 12, -1, 0.1, 9, -15, -16, -8
45	Cc1ccc(C(=O)C(C)OC(=O)CCN=C2NS(=O)(=O)c3ccccc32)cc1 (stereo not given)
  3, 2, -3, 2, 4.3, -5, -3, 2, 2
46	C=CCOc1ccc(C2/C(=C(\O)c3ccc4c(c3)OCCO4)C(=O)C(=O)N2CCCN2CCOCC2)cc1 (stereo not given)
  0, 5, 17, 2, -0.8, 3, -5, -12, -17
47	O=C(CCN1CCN(Cc2ccccc2)CC1)NNC(=O)Cc1ccc(Cl)c(Cl)c1
  2, 18, -7, 2, 0.6, -10, -13, 3, -9
48	CC(/C=C/c1ccccc1)=N\NC(=O)CSc1ccccn1
  2, 10, 7, -4, 0.0, -8, 9, -7, -13
49	Cc1nn(-c2ccccc2)c2nc(=O)n(-c3ccccc3)cc12
  5, 13, 7, -4, -0.1, 2, 1, -22, -12
50	CS(=O)(=O)Nc1ccc(S(=O)(=O)Nc2nccs2)cc1
  10, 9, 5, 0, 0.2, -10, -6, 8, -2
51	Cc1cc(C(=O)COC(=O)c2ccc(NC(=O)CC#N)cc2)c(C)n1C1CC1
  4, 20, 4, -3, 2.0, 0, -2, -4, nt
52	Cc1onc(-c2c(Cl)cccc2Cl)c1C(=O)N=C(N)N1CCOCC1
  2, -19, 10, -3, -0.3, 17, -13, -9, -12
53	CCOc1ccc(=O)n(-c2ccccc2)n1
  7, -3, 6, -3, 0.7, 19, -18, 2, -15
54	O=C(N/N=C/c1cc2ccccc2nc1Cl)[C@H]1C[C@@H]1c1ccccc1
  4, -4, -1, -6, 0.8, 1, 30, 1, -11
55	COc1cc(NC(=O)c2cccc(COCC(F)(F)C(F)F)c2)cc(OC)c1OC
  2, 9, -1, -5, 4.0, -4, 11, -4, -15
